TAG inh: triacylglycerol accumulation inhibition; H9c2 cells, Nile Red lipid (TAG) fluorescence; cells loaded with 200 µM oleic acid; inhibition, % at 12.5 µM; 230,000 compounds, 0.66% hits;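 active = pattern-corrected inhibition of lipid staining of at least 50% with the nuclear-stain viability signal not falling by more than 50%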;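 also: 0% = DMSO wells and 100% = triacsin C control wells; some results filed as inactive read as strong as hits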
TAG inh DAPI viability: recorded beside TAG inh, whose call it bears; DAPI nuclei signal change (viability), lower = more cytotoxic, %;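 whole-well DAPI fluorescence read on a plate reader as a viability signal; minus 50 percent equals half of cells still viable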
* marks the source's active call; other numbers are inactive results.

SMILES	TAG inh	TAG inh DAPI viability
O=C(NCc1nc2ccccc2[nH]1)C1=C[C@@H](c2ccc(Br)cc2)C[C@@H](OCCCCO)O1	-6	10
OCCN1CCN(CC(O)COc2ccc3ccccc3c2)CC1 (stereo not given)	1	-3
CCc1nnc(NS(=O)(=O)c2ccc(NC(=O)c3cc(Cl)ccc3Cl)cc2)s1	8	-10
COc1ccc(C2SCCN2S(=O)(=O)c2ccccc2)cc1 (stereo not given)	-14	9
CS(=O)(=O)c1ccc2nc(NC(=O)c3ccc(Cl)nc3)sc2c1	4	-1
CCCCCCC(=O)Oc1ccc(N2C(=O)CCC2=O)cc1	-10	0
COc1cc(/C=C/C(=O)c2ccc3c(c2)OCO3)cc(OC)c1OC	4	0
CC(C)CN(CC(C)C)C(=O)Nc1ccc(F)cc1F	-2	2
COc1cccc(NC(=O)Nc2c(C)n(C)n(-c3ccccc3)c2=O)c1	-15	5
O=C(NCc1cccs1)C1CCN(S(=O)(=O)c2cccc3cccnc23)CC1	-2	-6
O=C(Nc1ccnn1C1CCN(Cc2ccc(O)c(Cl)c2)CC1)C1CCCC1	-11	10
CC(c1ccco1)N(C(=O)c1ccc(C(F)(F)F)cc1)c1ccccn1 (stereo not given)	-12	6
O=C(Nc1ccc2c(c1)S(=O)(=O)N=C1CCCCCN12)c1ccccc1Cl	-10	-1
CC(CCCN(C)C)C(Cc1ccccc1)c1ccccc1 (stereo not given)	20	10
CN(C)C1N(C(=O)c2ccccc2)N=C2c3ccccc3S(=O)(=O)N21 (stereo not given)	-8	-3
CC(=O)NCc1ccc2[nH]c(C)cc2c1	2	-5
CCN(CC)S(=O)(=O)c1cc(Br)c(C)cc1OC	11	-20
CCOc1ccc2nc(SCc3ccc(C(=O)OC)o3)[nH]c2c1	-41	12
CCn1c(SCC(=O)Nc2cc(C)ccc2C)nnc1-c1cnccn1	8	-11
O=C(Cn1nnc(-c2ccc(Cl)cc2)n1)N1CCN(C(=O)c2ccco2)CC1	-1	-2
CSc1nc(-c2ccco2)nn1C(=O)c1ccccc1	-14	10
O=C(NCCCN1CCCC1)[C@H](CSCc1ccccc1)N1Cc2ccccc2C1=O	16	-1
Cc1[nH]c2ccccc2c1C(=O)CSc1nc2cc(S(=O)(=O)N3CCCCC3)ccc2o1	33	-30
COc1cc(OC)cc(-c2c(-c3cccs3)c3cc(-c4cnc(N)nc4)ccc3n2C)c1	-50	2
C=CC(COCc1ccccc1)N(CC(=O)OC)S(=O)(=O)c1cc(Br)ccc1OC (stereo not given)	-3	0
Further structures:
SMILES	TAG inh	TAG inh DAPI viability
COc1cccc(N=C2C(=O)N3CCCc4cccc2c43)c1	-5	4
COC(=O)c1ccc(OCC(=O)Nc2ccsc2C(=O)OC)cc1	4	2
O=C(Nc1cccc(F)c1)C1C2C=CC3(CN(CCCN4CCOCC4)C(=O)C13)O2 (stereo not given)	-16	-2
CCOC(=O)N1CCN(c2c(N3CCOCC3)c(=O)c2=O)CC1	2	12
O=C(Cn1nnc(-c2ccc3c(c2)OCO3)n1)Nc1ccccc1C(=O)O	-1	-1
Cc1ccc(S(=O)(=O)NC2=NCN(Cc3ccccc3)CN2)cc1	4	-11
O=C(CN1CCN(c2ccccc2O)CC1)Nc1cccnc1Cl	15	6
Cc1cc(C)c(NC(=O)COC(=O)Cc2cccs2)c(C)c1	-11	-3
CC(C)CNS(=O)(=O)c1ccc(CCC(=O)NCc2cccnc2)cc1	2	-13
CCOc1cc(/C=C2\CCC/C(=C\c3cc(Cl)c(O)c(OCC)c3)C2=O)cc(Cl)c1O	19	-9
CCN(CC)C1Oc2cc3c(cc2C(c2cc(OC)c(OC)c(OC)c2)C1C)OCO3 (stereo not given)	32	-16
CCCCC(=O)Nc1ccc(C(=O)OC2CCCCC2)cc1	23	-7
Cc1nc(-c2cc(-c3nc(-c4ccc(C(C)(C)C)cc4)no3)no2)cs1	17	-9
CCCCN(C(=O)C(C)Oc1cccc(Cl)c1)c1c(N)n(CCC)c(=O)[nH]c1=O (stereo not given)	-5	1
NC(=O)NC(Cc1ccccc1)C(=O)O (stereo not given)	6	-6
Cc1cccn2c(=O)c3cc(C(N)=S)c(=N)n(CCCN4CCOCC4)c3nc12	28	42
C=CCNC(=O)CN(c1cccc(Br)c1)S(C)(=O)=O	14	1
COc1ccc(C(=O)NCCN2CCOCC2)c(OC)c1	-6	2
CCc1ccc(N2CN(CCc3ccccc3)CNC2=S)cc1	-3	-5
Cc1onc(-c2ccccc2)c1C(=O)Nc1ccc(Br)cc1Cl	-3	4
CC(C)C(N)c1csc(Nc2ccc(C(=O)NCCCO)cn2)n1 (stereo not given)	5	5
O=[N+]([O-])c1cnccc1Nc1ccccc1	9	-12
O=C(CCNS(=O)(=O)c1ccc(Br)cc1)NCC1CCCO1 (stereo not given)	10	-1
O=C(NNC(=O)c1cccnc1Cl)c1ccc(F)cc1	6	-5
COc1ccc(S(=O)(=O)NCc2cn3c(C)csc3n2)cc1F	-2	3
Additional compounds:
SMILES	TAG inh	TAG inh DAPI viability
NC(=O)CC(NC(=O)c1ccc(Br)cc1)c1ccc(NC2CCCCCCC2)c([N+](=O)[O-])c1 (stereo not given)	-3	0
CSC1=NC(C(Cl)(Cl)Cl)N=C(c2ccccc2)N1 (stereo not given)	-6	-5
NS(=O)(=O)c1ccc(CCNC(=O)COC(=O)CCc2ccccc2)cc1	-2	11
COc1ccc(OCCSc2nc(-c3ccccc3)cc(=O)[nH]2)cc1	2	6
Cc1cc(C)cc(OCC(=O)N2Cc3ccccc3CC2C(=O)O)c1 (stereo not given)	1	-4
Cc1cc(C)n2cc(CSc3nnnn3C)nc2n1	1	3
CC(C)(C)C1CCC2(CC1)Nc1cccc3cccc(c13)N2	-8	0
COc1ccc(NC(=O)NCc2ccccc2F)cc1OC	3	-14
CCOC(=O)C1(CCCc2ccccc2)CCN(C(=O)c2ocnc2C)CC1	-12	2
COCCN(Cc1ccccc1)C(=S)Nc1ccc(OC(F)F)cc1	-17	-1
Cc1cc(-c2nc(C)c(-c3nnc(SCC(=O)Nc4cc(Cl)cc(Cl)c4)n3C)s2)no1	20	5
c1cnc2c(Oc3ncnc4sccc34)cccc2c1	10	-6
COc1cccc(NC(=S)Nc2cc(C)cc(C)n2)c1	8	1
CC(=O)c1ccc(Nc2nc(-c3sc(C)nc3C)cs2)cc1	40	-24
CCn1c(SCC(=O)Nc2cccc(C(C)=O)c2)nnc1C(C)C	-1	4
O=C1CN(C(=O)COC(=O)CNS(=O)(=O)/C=C/c2ccccc2)c2ccccc2N1	11	-4
O=C(NCCN1CCN(c2ccccc2)CC1)C1(S(=O)(=O)c2ccc(Cl)cc2)CC1	-9	2
CCOc1ccc(NC2OC(C)C(O)C(O)C2O)c([N+](=O)[O-])c1 (stereo not given)	-13	-5
CCOC(=O)c1c(NC(=O)CSc2nnc(-c3cccnc3)o2)sc2c1CCC2	7	-9
COC(=O)c1cccc(CC2(C)C(=O)Nc3ccc(OC(F)(F)F)cc32)c1 (stereo not given)	12	-3
COCCn1c(C)cc(C(=O)CN2C(=O)NC3(CCCCCC3)C2=O)c1C	9	6
NN1C(=O)NC(c2ccccc2)(c2ccccc2)C1=O	-10	-3
COc1ccc(C2C3=C(CCCC3=O)Nc3nc(SCc4ccc(C(=O)O)cc4)nn32)cc1OC (stereo not given)	-6	5
CCC(=O)Nc1cccc(NC(=S)NC(=O)c2cc3ccccc3o2)c1	-6	-6
CC(=O)c1c(C)n(C)c2ccc(O)cc12	-2	-2

Two of these compounds, set out differently:
| compound | TAG inh | TAG inh DAPI viability |
| --- | --- | --- |
| O=[N+]([O-])c1cnccc1Nc1ccccc1 | 9 | -12 |
| O=C(CCNS(=O)(=O)c1ccc(Br)cc1)NCC1CCCO1 (stereo not given) | 10 | -1 |

Some of these compounds in order of heavy-atom count, low to high.
SMILES	TAG inh	TAG inh DAPI viability
CC(=O)c1c(C)n(C)c2ccc(O)cc12	-2	-2
CSC1=NC(C(Cl)(Cl)Cl)N=C(c2ccccc2)N1 (stereo not given)	-6	-5
Cc1cc(C)n2cc(CSc3nnnn3C)nc2n1	1	3
c1cnc2c(Oc3ncnc4sccc34)cccc2c1	10	-6
COc1ccc(NC(=O)NCc2ccccc2F)cc1OC	3	-14
CCOc1ccc(NC2OC(C)C(O)C(O)C2O)c([N+](=O)[O-])c1 (stereo not given)	-13	-5
CCn1c(SCC(=O)Nc2cccc(C(C)=O)c2)nnc1C(C)C	-1	4
Cc1cc(C)cc(OCC(=O)N2Cc3ccccc3CC2C(=O)O)c1 (stereo not given)	1	-4
CCC(=O)Nc1cccc(NC(=S)NC(=O)c2cc3ccccc3o2)c1	-6	-6
COCCn1c(C)cc(C(=O)CN2C(=O)NC3(CCCCCC3)C2=O)c1C	9	6
CCOC(=O)C1(CCCc2ccccc2)CCN(C(=O)c2ocnc2C)CC1	-12	2
CCOC(=O)c1c(NC(=O)CSc2nnc(-c3cccnc3)o2)sc2c1CCC2	7	-9
O=C(NCCN1CCN(c2ccccc2)CC1)C1(S(=O)(=O)c2ccc(Cl)cc2)CC1	-9	2
Cc1cc(-c2nc(C)c(-c3nnc(SCC(=O)Nc4cc(Cl)cc(Cl)c4)n3C)s2)no1	20	5
NC(=O)CC(NC(=O)c1ccc(Br)cc1)c1ccc(NC2CCCCCCC2)c([N+](=O)[O-])c1 (stereo not given)	-3	0
COc1ccc(C2C3=C(CCCC3=O)Nc3nc(SCc4ccc(C(=O)O)cc4)nn32)cc1OC (stereo not given)	-6	5

(continued)
SMILES	TAG inh	TAG inh DAPI viability
CCn1nc(C(=O)NCc2nnc3ccccn23)c2ccccc2c1=O	26	1
CC(=O)NC(CC(=O)Nc1cccc(S(=O)(=O)N2CCCCC2)c1)c1ccccc1 (stereo not given)	7	-5
CCc1nnc(NC(=O)C2CCCO2)s1 (stereo not given)	-16	-5
CCNC(=O)C1(C)CCCN1C(=O)c1ccc(C#N)cc1 (stereo not given)	-7	10
CC1Nc2ccccc2C(=O)N1NS(C)(=O)=O (stereo not given)	-4	-3
Cc1cccc(NC(=O)CSc2ccc3nnc(-c4cccnc4)n3n2)c1	0	2
Cc1cc(NC(=O)CCC(=O)N(Cc2ccco2)C(C(=O)NC2CCCC2)c2ccccc2C)no1 (stereo not given)	22	-1
CCOC(=O)C1=C(N)Oc2c(oc(CO)cc2=O)C1c1ccc(Cl)cc1 (stereo not given)	-4	7
Cc1cccnc1C(NC(=O)C1CCN(Cc2ccc3ccccc3n2)CC1)c1ccc(Cl)cc1 (stereo not given)	-8	3
CC(=O)c1ccc(NC(=O)CN2CCN(c3ncccn3)CC2)cc1	3	13
O=C(NC1CCCN(Cc2ccc(Cl)cc2)C1)c1c(F)ccc(F)c1F (stereo not given)	-14	4
COC(=O)c1sc(S(=O)(=O)N2CCCCC2C(=O)O)c(C(=O)OC)c1C (stereo not given)	31	-18
O=C(CSC1=NCCS1)c1ccc(Cl)cc1	-12	0
O=C(O)/C=C/S(=O)(=O)c1ccc2ccccc2c1	-6	8
Cc1c(N2C(=O)CSC2c2ccc(F)cc2)c(=O)n(-c2ccccc2)n1C (stereo not given)	12	-13
CCOc1ccc(CNc2nc3ccccc3n2C)cc1	-18	19
COc1cc(NC(=S)NC(=O)c2cccs2)ccc1NC(=O)C(C)C	-13	1
CCCCn1c(SCC(=O)N(C)C)nnc1-c1ccncc1	11	0
CCCCN1C(=O)C(=O)NC[C@@H]1C(C)O (stereo not given in full)	6	-7
COc1cc(-n2c(=O)c3ccccc3n(Cc3ccccc3)c2=O)cc(OC)c1OC	18	3
C[N+](C)(C)CC/C=C1/c2ccccc2CSc2ccccc21	2	2
c1ccc(-c2nnc(-c3ccco3)o2)cc1	11	1
C=CCn1c(=O)c2ccccc2n2c(SCc3csc(-c4ccccc4)n3)nnc12	-3	-2
O=C(COC(=O)COc1ccc(Br)cc1)Nc1ccc2c(c1)OCCO2	-3	6
CC(=O)Nc1ccccc1NS(=O)(=O)c1ccc(Cl)cc1	-6	-4
The listing continues:
SMILES	TAG inh	TAG inh DAPI viability
COc1cccc2cc(C(=O)Nc3ccc(F)cc3)c(=Nc3ccc(C(=O)O)cc3)oc12	-5	1
CC1=C(C(=O)N2CCOCC2)CC(CC(=O)NCCCCc2ccccc2)C(=O)N1Cc1ccc(F)cc1 (stereo not given)	-4	1
CCn1c(C)[n+](CC)c2ccc(C(=O)N(C)c3ccccc3)cc21	-1	0
O=C(NC(=S)Nc1ccc(O)cc1)c1cncc(Br)c1	11	-6
O=C(CCn1c(=O)sc2ccccc21)NCCN1CCOCC1	-1	-6
O=C(CC1C(=O)NCCN1Cc1cccc(C(F)(F)F)c1)NC1CCOCC1 (stereo not given)	3	-2
Cc1ccc(NC(=O)CSCC(=O)OCc2cc(=O)oc3cc(O)ccc23)c(C)c1	4	15
CCn1nnc2cc(C(=O)Nc3cc(Cl)ccc3C)ccc21	-5	-4
Cc1ccc(N(CC2CO2)S(=O)(=O)c2ccc(C)cc2)cc1 (stereo not given)	-10	22
Cc1ccc2c(c1)C(=O)C(=O)N2Cc1ccccc1	-23	-5
COc1ccc(CC(=O)Nc2ccccc2N2CCCC2)cc1OC	-21	-2
COc1ccc(CCn2c(NN=C3CCCCC3)nc3c2c(=O)[nH]c(=O)n3C)cc1	11	-3
C=C1CCN(C(C)C(=O)OC)S(=O)(=O)c2ccccc21 (stereo not given)	55*	-30*
CCNC(=O)c1ccc(C23CC4CC(CC(C4)C2)C3)o1	17	0
Cc1ccc(SCCC(=O)Nc2cc(C)on2)cc1	-5	-2
CCOc1ccc(C(C)=O)cc1CC(C(N)=O)C(N)=O	-7	1
C#CC(C)OCC1CNC(=S)O1 (stereo not given)	-14	3
CC(C)Sc1cc(N2CCCC2)nc(-c2ccc(F)cc2)n1	18	-1
COC(=O)[C@]1(C)N[C@H](CN(C)C(=O)NC(C)C)[C@@H]2C(=O)N(Cc3ccccc3)C(=O)[C@@H]21	6	-7
COC(=O)c1n[nH]n(-c2ccc(F)c(Cl)c2)c1=O	6	-3
COC(=O)CSc1nnc(-c2ccoc2C)n1-c1ccc(C)cc1	0	-5
CCOC(=O)N1CCc2c(sc3c2c(=O)n(Cc2ccccc2)c(=O)n3CC(=O)NCCOC)C1	-15	-7
CCC(CO)NS(=O)(=O)c1cc(-c2nn(C)c(=O)c3ccccc23)ccc1C (stereo not given)	5	-23
Nc1ccc(Cc2ccccn2)cc1	3	-11
O=C1/C(=C/c2cccs2)CCC/C1=C\c1cccs1	-7	0

The list is partial; the hit share may differ from the screen's.
